DDE Tn7 FP inh: inhibitors of Tn7 peptide binding to fibrin DD(E), primary screen, biochemical, fluorescence polarization, human fibrin, Tn7 probe | inhibition, % at 8.3 µM | Fibrinogen beta chain (Homo sapiens), P02675 | FP displacement of FITC-Tn7 peptide from fibrin DD(E); 0% = median of compound wells per plate | 370,000 compounds, 0.13% hits;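 active = inhibition above the mean of compounds falling within the control limits plus 3 SD of them, cut at about 14% in these data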;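 also: 0% = plate median of compound wells and 100% = 10 µM Aha-Tn7 peptide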
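Assay system: Fibrin-DD(E) protein isolated from polymerized human fibrin clots; read-out basis: percent inhibition; medium: Tris/NaCl/CaCl2 buffer, pH 7.8; signal: FP measurement; incubation: 10 min plus 3 h, room temperature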
ASAP1 GAP inh: inhibitors of human ASAP1 ArfGAP activity, primary screen, biochemical, fluorescence polarization. Arf-GAP with SH3 domain, ANK repeat and PH domain-containing protein 1 (Homo sapiens), …. ASAP1-stimulated ARF1 GTP hydrolysis, GDP FP detection. inhibition, % at 16.5 µM. 360,000 compounds, 0.19% hits. AID 624377, 2012; in the data active = inhibition above about 25%;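 also: 0% = vehicle with enzyme and substrate and 100% = no enzyme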
Target sequence (Q9ULH1 325-724 limits assumed): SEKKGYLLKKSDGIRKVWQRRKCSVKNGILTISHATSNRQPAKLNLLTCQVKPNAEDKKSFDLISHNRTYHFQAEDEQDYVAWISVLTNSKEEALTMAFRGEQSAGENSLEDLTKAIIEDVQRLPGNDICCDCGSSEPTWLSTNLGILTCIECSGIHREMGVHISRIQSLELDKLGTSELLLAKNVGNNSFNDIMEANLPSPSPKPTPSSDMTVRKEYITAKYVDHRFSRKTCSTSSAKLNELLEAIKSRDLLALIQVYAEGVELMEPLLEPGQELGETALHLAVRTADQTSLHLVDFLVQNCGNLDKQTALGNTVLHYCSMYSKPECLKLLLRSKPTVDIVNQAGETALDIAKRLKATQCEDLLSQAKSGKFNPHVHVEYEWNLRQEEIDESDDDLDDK
UHRF1 binding: UHRF1 methylated DNA binding inhibitors, primary screen, counter-screen for MBD2 inhibitor project, biochemical, TR-FRET, human UHRF1, single concentration; inhibition, % at 4.4 µM; 370,000 compounds, 0.75% hits; E3 ubiquitin-protein ligase UHRF1 (Homo sapiens), Q96T88; UHRF1 binding to methylated oligo; in the data active = inhibition above about 21%;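 also: UHRF1 SRA domain binding a hemimethylated CpG hairpin DNA probe; 0% = median of test compound wells and 100% = reference inhibitor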
proKLK7 act: proKLK7 zymogen activators, primary screen, biochemical, fluorescence intensity | activation, % at 7 µM | 370,000 compounds, 0.9% hits | purified proKLK7, EDANS-DABCYL substrate fluorescence; 100% is mature enzyme control, 0% vehicle | Kallikrein-7 (Homo sapiens), P49862 | AID 652039, 2013;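 active = activation above the mean of all tested compounds plus 3 SD, computed per campaign excluding outliers beyond control limits, cut at about 13% in these data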
DDE Tn6 FP inh: inhibitors of Tn6 peptide binding to fibrin DD(E), primary screen, biochemical, fluorescence polarization, human fibrin, Tn6 probe. AID 720509, 2013. inhibition, % at 8.3 µM. Fibrin DD(E) TRITC-Tn6 fluorescence polarization displacement. 370,000 compounds, 0.21% hits. Fibrinogen beta chain (Homo sapiens), P02675;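 active = inhibition above a per-campaign cutoff: mean of compounds within control limits plus 3 SD, cut at about 15% in these data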;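 also: 0% = median of all compound wells on the plate and 100% = blocking peptide control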
PLCb3 inh: human PLC-beta3 inhibitors, primary screen, biochemical, fluorescence; Purified PLC-beta3, fluorogenic substrate; 370,000 compounds, 0.18% hits; inhibition, % at 12.2 µM; 1-phosphatidylinositol 4,5-bisphosphate phosphodiesterase beta-3 (Homo sapiens), Q01970; AID 720704, 2013; in the data active = inhibition above about 11%;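 also: 0% = median of compound wells on plate and 100% = full blocker control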
HGIII-sPLA2 inh: human group III sPLA2 inhibitors, primary screen, biochemical, QFRET, BODIPY PC-A2 liposome substrate; inhibition, % at 12.2 µM; QFRET BODIPY PC-A2 liposome hydrolysis, fluorescence; Group 3 secretory phospholipase A2 (Homo sapiens), Q9NZ20; 370,000 compounds, 0.56% hits;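 active = inhibition above mean plus 3 SD of compounds lying within the high and low control bounds, cut at about 19% in these data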;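 also: 0% = median of test compound wells and 100% = no enzyme DMSO wells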
Target sequence (Q9NZ20 whole entry, looked up): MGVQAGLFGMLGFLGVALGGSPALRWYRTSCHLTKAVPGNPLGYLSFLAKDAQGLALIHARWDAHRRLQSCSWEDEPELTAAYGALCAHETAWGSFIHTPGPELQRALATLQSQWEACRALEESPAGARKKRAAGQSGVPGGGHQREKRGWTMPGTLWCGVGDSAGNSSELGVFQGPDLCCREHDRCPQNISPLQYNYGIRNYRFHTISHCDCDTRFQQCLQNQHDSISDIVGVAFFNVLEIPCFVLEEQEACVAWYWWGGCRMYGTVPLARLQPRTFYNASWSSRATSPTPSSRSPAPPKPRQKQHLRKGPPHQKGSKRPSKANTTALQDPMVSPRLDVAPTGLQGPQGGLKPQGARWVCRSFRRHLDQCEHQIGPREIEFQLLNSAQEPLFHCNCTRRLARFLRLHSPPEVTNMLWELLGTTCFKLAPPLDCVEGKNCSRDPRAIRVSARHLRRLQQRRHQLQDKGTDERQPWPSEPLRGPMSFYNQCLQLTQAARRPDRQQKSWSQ
ARFGAP1 inh: inhibitors of rat ARFGAP1 GAP activity, primary screen, biochemical, fluorescence polarization, GDP tracer. 360,000 compounds, 0.26% hits. inhibition, % at 16.5 µM. ADP-ribosylation factor GTPase-activating protein 1 (Rattus norvegicus), Q62848. Arfgap1-stimulated ARF1 GTP hydrolysis, GDP FP detection;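 active = inhibition above a per-plate limit, mean inhibition of low control wells plus 3 SD, cut at about 25% in these data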;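 also: 0% = DMSO wells with enzyme and 100% = wells lacking Arfgap1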
Target sequence (Q62848 1-136 limits assumed): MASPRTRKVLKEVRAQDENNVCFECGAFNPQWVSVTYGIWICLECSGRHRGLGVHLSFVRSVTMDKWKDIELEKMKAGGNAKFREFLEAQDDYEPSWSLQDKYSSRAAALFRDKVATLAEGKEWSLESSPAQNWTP
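Assay system: purified rat His6-Arfgap1 residues 1-136 (GAP domain); Reagent: human Δ17 ARF1 bound to GTP; Dosing: 16.5 µM single point, 1.26% DMSO; Times: GTP hydrolysis reaction 2 h at 25 °C; Signal: FP, GDP Alexa 633 tracer displaced from anti-GDP antibody, 620/688 nm; Measure: % inhibition from polarization.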
Rev-erbA mod: modulators of Rev-erb alpha DNA binding, primary screen, biochemical, FITC-DNA, fluorescence polarization, uHTS | Nuclear receptor subfamily 1 group D member 1 (Homo sapiens), P20393 | 370,000 compounds, 0.79% hits | activity, % at 10 µM | Rev-erbα–FITC-DNA binding, 90 min;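 active = activity above about 14%, limit read from the data; passing the limit was not always enough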;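 also: 0% = DMSO wells with 35 nM protein and 100% = DMSO wells with 750 nM protein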
PLC-gamma1 inh: PLC-gamma1 enzyme inhibitors, primary screen, biochemical, fluorescence, purified enzyme; 1-phosphatidylinositol 4,5-bisphosphate phosphodiesterase gamma-1 (Homo sapiens), P19174; fluorogenic substrate; inhibition, % at 12.2 µM; 370,000 compounds, 0.84% hits; in the data active = inhibition above about 9.5%
* = called active by the depositor; / = no result given.

Fields: DDE Tn7 FP inh, ASAP1 GAP inh, UHRF1 binding, proKLK7 act, DDE Tn6 FP inh, PLCb3 inh, HGIII-sPLA2 inh, ARFGAP1 inh, Rev-erbA mod, PLC-gamma1 inh
Cc1ccc(NC(=O)CN(C)S(=O)(=O)c2cnc[nH]2)cc1C
 : 0.6, 6.7, -1.4, 0.1, 4.5, 1.4, -1.1, 4.0, -3.4, 0.1
Cc1ccc2c(C)nc(Nc3nc(CSc4nc5ccccc5s4)cc(=O)[nH]3)nc2c1
 : 4.0, -9.7, -3.7, -0.3, -0.8, -4.3, 4.3, 3.4, -0.6, 1.0
Cc1cc(C)cc(NC(=O)CSc2nc3[nH]ncc3c(=O)[nH]2)c1
 : -0.9, 10.0, 4.2, 0.3, -4.3, -4.0, 9.3, 2.3, 0.9, 5.8
CC(=O)c1c(C)[nH]c(C(=O)OCc2ccccc2)c1C
 : 5.4, 0.9, 1.9, 0.0, -1.7, -1.6, -0.2, 1.6, -3.8, 0.5
COc1ccc(N(C(=O)c2ccccc2C)S(=O)(=O)c2cccs2)cc1
 : 0.3, 10.2, 14.2, -0.1, -8.7, 6.7, -6.3, -2.7, 5.5, 3.8
COc1ccc(NC(=O)CCNC(=O)c2ccco2)c(OC)c1
 : 0.8, -5.4, -2.4, -0.1, -1.4, -3.2, 1.6, -2.3, -0.8, -0.9
O=C(CSc1ccc(Cl)cc1)N1CCN(c2ccc(Cl)cc2[N+](=O)[O-])CC1
 : 7.6, -0.5, 21.9*, -0.5, 3.8, -0.6, -4.4, -0.5, 4.6, 4.5
O=C(NCCc1c[nH]c2ccccc12)OCc1cn(Cc2cccc(F)c2F)nn1
 : 10.4, /, 1.8, -0.1, 0.3, -1.6, -63.7, /, 0.0, -1.8
CCC(C)(C)NC(=O)C(c1cccc(OC)c1OC)N(CCOC)C(=O)CCC(=O)Nc1cc(C)on1 (configuration not stated)
 : 2.4, -11.9, 3.2, -0.6, -5.1, -7.6, 10.3, 3.2, 5.1, 2.6
c1ccc(N(c2ccccc2)c2nc(-n3ccnc3)nc(-n3ccnc3)n2)cc1
 : 0.9, -7.6, 6.5, 0.1, -6.3, -0.6, -0.3, 21.8, 8.2, 0.3
C=CCSC(CC)(CC)C(N)=O
 : -4.6, 3.6, 6.6, 0.1, -1.9, 7.0, 2.0, 3.2, -3.1, 11.9*
O=C(Nc1nc(-c2cccs2)c(-c2cccs2)s1)C1CCCC1
 : -5.7, -2.9, -1.4, 0.1, -4.7, -57.5, 8.2, -0.7, 80.3*, -47.9
CC1(C)N=C(C(=O)c2ccccc2)N(O)C1(C)O (configuration not stated)
 : -1.0, 4.0, 0.3, -0.1, 5.1, 1.3, 5.4, -7.2, -5.9, 4.4
c1ccc2sc(C3CCN(Cc4nnnn4Cc4ccc5c(c4)OCO5)CC3)nc2c1
 : 2.2, -6.6, 1.4, -0.1, 1.4, 2.8, -3.6, 0.9, 5.4, 1.8
CSc1nnc2c(n1)OC(c1ccsc1)N(C(C)=O)c1ccccc1-2 (configuration not stated)
 : 3.0, -11.4, -2.5, -0.5, -14.4, -71.5, -4.2, -0.3, 0.7, -62.0

Following part.
Fields: DDE Tn7 FP inh, ASAP1 GAP inh, UHRF1 binding, proKLK7 act, DDE Tn6 FP inh, PLCb3 inh, HGIII-sPLA2 inh, ARFGAP1 inh, Rev-erbA mod, PLC-gamma1 inh
CCc1ccc(C(=O)C(C)OC(=O)Cc2n[nH]c(=O)c3ccccc23)cc1 (configuration not stated)
 : 10.8, -0.4, 0.4, -0.1, 1.3, -11.0, 0.2, -5.2, 0.8, 1.6
S=C(NCc1ccccc1)NN1CCOCC1
 : 9.0, 7.8, -3.3, 0.2, -1.4, 1.9, 4.3, -5.6, -6.2, -0.3
C/C(=N\NC(=O)c1nnn(-c2nonc2N)c1C(C)C)c1cc(C)sc1C
 : -1.3, -2.2, -4.1, 0.2, -1.2, -1.0, -1.4, 4.9, -2.4, 3.0
O=S(=O)(CCNCc1ccco1)NCc1ccccc1
 : 0.1, 2.2, 2.3, -0.9, -2.0, 0.6, -0.6, 2.5, 2.8, -1.1
Cc1ccc(C)c(NC(=O)CCN2CC(C)OC(C)C2)c1 (configuration not stated)
 : 3.5, -17.5, 1.5, -0.2, -2.9, 0.4, 3.2, -12.2, -3.1, -1.2
COc1ccccc1CNCc1ccc2c(c1)OCO2
 : 8.1, -1.5, 1.5, -0.4, 2.9, 0.3, 12.0, -2.4, -9.5, -1.2
O=C(c1cc2ccccc2[nH]1)N1CCOCC1
 : 4.2, -2.2, 4.6, -0.1, -3.7, 0.5, 5.2, 1.8, 7.8, 1.4
CCCC(=O)Nc1ccccc1Sc1ncnc2scc(-c3ccccc3)c12
 : -1.1, -3.6, -3.8, 0.4, 8.1, 1.7, -1.9, 6.1, 3.1, 2.2
CC1(C)CC(=O)C(N=Nc2ccc(-c3ccccc3)cc2)=C(O)C1
 : -0.9, 8.9, 0.3, -0.9, -2.3, -7.4, -2.4, -3.3, 9.2, -1.4
COc1cc(C(O)c2nc(-c3cccc(C(C)C)c3)cs2)ccc1F (configuration not stated)
 : -10.6, 10.2, 0.0, 0.1, -2.1, 2.1, -1.4, 16.5, 6.1, 4.1
OCC[C@@H]1C[C@H](O)[C@@H](O)[C@@]2(OCc3cc(C(F)(F)F)ccc32)O1
 : -1.3, 5.0, 21.5*, 1.1, -9.5, -0.7, 3.7, 9.9, -0.3, 3.6
COCCn1c(SCC(=O)NC2CC2)nnc1-c1ccc(Cl)cc1
 : -1.2, -10.1, -0.4, 0.1, -1.5, -1.9, -6.0, 5.3, 3.6, -1.8
CCC[C@@H]1CCCO[C@@](C(=O)NCCN2CCOCC2)(C(F)(F)F)C1
 : -7.1, 6.0, -0.2, 0.3, 3.1, 4.6, 8.3, 31.0*, -0.4, 4.4
CN(c1ccccc1)S(=O)(=O)c1ccc(C(=O)N2CCN(c3ccccc3F)CC2)cc1
 : 6.6, -6.3, 0.0, -0.3, -1.9, -4.9, 11.8, -2.3, -2.3, 4.2
O=C(Nc1c(C(=O)O)[nH]c2ccccc12)NC1CCCCC1
 : -4.4, 5.6, 1.4, -0.1, -1.3, -59.6, -10.6, 12.0, -3.1, -52.0

(listing goes on)
Fields: DDE Tn7 FP inh, ASAP1 GAP inh, UHRF1 binding, proKLK7 act, DDE Tn6 FP inh, PLCb3 inh, HGIII-sPLA2 inh, ARFGAP1 inh, Rev-erbA mod, PLC-gamma1 inh
S=C(NNC(=S)Nc1ccccc1)Nc1ccccc1
 : 1.4, 2.9, -2.5, 0.1, -2.2, 1.5, -0.6, 2.6, -5.6, -0.2
CCC(=O)N(CCC1(c2ccccc2OC)CCOC(C(C)C)C1)Cc1ccco1 (configuration not stated)
 : -2.0, -2.2, 4.5, -0.4, -7.2, -5.0, -1.2, 6.8, -2.3, -2.0
Clc1ccccc1Cc1noc(CN2CCSCC2)n1
 : 2.5, 0.9, 6.4, 0.3, -6.6, 2.3, 12.0, 12.1, -1.1, 1.6
O=C(COC(=O)CNC(=O)c1ccccc1F)Nc1ccc2c(c1)OCCO2
 : -5.7, 3.0, -2.0, 0.1, -0.9, 1.4, -5.0, -9.9, 0.5, -0.8
COCCNC(=O)c1cccc(OC2CCN(C(C)COc3ccccc3)CC2)c1 (configuration not stated)
 : 1.8, 13.4, 4.6, 0.2, -6.0, -8.3, 14.0, 13.3, 0.5, 1.1
O=C(COc1ccc(Br)cc1)Nc1ccc(S(=O)(=O)Nc2ccccn2)cc1
 : -1.7, -10.0, -2.5, 0.0, 7.5, -20.5, -29.0, -2.2, 1.8, -12.2
Cc1nn(Cc2ccc([N+](=O)[O-])cc2)c(=O)n1-c1cccc(F)c1
 : 1.8, 8.4, 0.0, 0.6, -6.9, 5.0, 6.5, -1.4, -3.0, -0.7
CC1O[C@@H](O[C@H](C)CC/C=C/C(=O)O)C(O)C[C@H]1O (some centres not stated)
 : 6.8, -1.2, 0.9, -0.2, 7.8, 1.4, 8.0, 5.0, -0.8, -0.7
Cc1cc(C)c(S(=O)(=O)N2CCCOC2CNC(=O)C(=O)NCc2ccccn2)c(C)c1 (configuration not stated)
 : 8.6, 14.8, -2.2, -0.8, -3.5, 1.0, 3.6, 14.1, -2.2, -0.8
COc1ccccc1N1CCN(CC(=O)Nc2ccc(-n3cnnn3)cc2)CC1
 : 2.9, -4.0, 4.2, -0.4, 2.3, -5.8, 0.4, 8.6, -2.0, 0.2
Oc1ccc(C[C@H]2CN([C@@H](Cc3ccccc3)CN3CCCC3CN3C(=S)NC[C@@H]3Cc3ccccc3)C(=S)N2CCc2ccccc2)cc1 (some centres not stated)
 : -6.7, 2.0, -1.1, 0.0, -6.4, 1.0, -7.0, 3.9, 5.6, 7.5
Cc1cc(=O)n2[nH]c(N3C(=O)CCC3=O)nc2n1
 : 1.3, 7.3, -0.4, 0.6, 2.8, 2.3, 2.3, 2.7, 5.5, 0.0

Reprinted from the listing (2 entries):
Fields: DDE Tn7 FP inh, ASAP1 GAP inh, UHRF1 binding, proKLK7 act, DDE Tn6 FP inh, PLCb3 inh, HGIII-sPLA2 inh, ARFGAP1 inh, Rev-erbA mod, PLC-gamma1 inh
Oc1ccc(C[C@H]2CN([C@@H](Cc3ccccc3)CN3CCCC3CN3C(=S)NC[C@@H]3Cc3ccccc3)C(=S)N2CCc2ccccc2)cc1 (some centres not stated)
 : -6.7, 2.0, -1.1, 0.0, -6.4, 1.0, -7.0, 3.9, 5.6, 7.5
Cc1cc(=O)n2[nH]c(N3C(=O)CCC3=O)nc2n1
 : 1.3, 7.3, -0.4, 0.6, 2.8, 2.3, 2.3, 2.7, 5.5, 0.0

High-throughput results deposited in PubChem BioAssay by several laboratories.
